Screening data from PubChem.
KCNK3 block: human KCNK3 channel inhibition, primary screen | CHO-KCNK3 thallium flux, FluxOR fluorescence; active compounds read low | B-score at 10 µM | 340,000 compounds, 0.84% hits | AID 602410;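 active = B-score under library mean minus 4 SD, starting fluorescence ratio at most library mean plus 5 SD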;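 also: more negative B-score means stronger inhibition of thallium flux through KCNK3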
Target sequence (O14649 whole entry, looked up): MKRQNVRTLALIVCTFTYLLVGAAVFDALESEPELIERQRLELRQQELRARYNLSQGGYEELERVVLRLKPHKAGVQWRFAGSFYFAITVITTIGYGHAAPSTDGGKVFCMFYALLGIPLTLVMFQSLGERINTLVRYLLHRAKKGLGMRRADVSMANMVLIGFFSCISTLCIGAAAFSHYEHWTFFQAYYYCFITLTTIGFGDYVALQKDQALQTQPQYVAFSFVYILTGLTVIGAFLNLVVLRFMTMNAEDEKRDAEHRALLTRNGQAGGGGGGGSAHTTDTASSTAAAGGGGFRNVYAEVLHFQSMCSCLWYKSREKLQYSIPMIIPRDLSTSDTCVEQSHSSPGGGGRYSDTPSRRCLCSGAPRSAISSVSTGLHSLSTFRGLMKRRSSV
DYRK1A inh: Dyrk1A (rat) kinase inhibition; Q63470; ADP-Glo luminescence, NFATc1 peptide; inhibition, % at 12.5 µM; 310,000 compounds, 0.43% hits; AID 504441; in the data active = inhibition above about 50%;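 also: plate controls were vehicle with enzyme for no effect and no enzyme for full effect; many of its hits are not listed in these tables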
Active calls of the source: *; i = inactive.

SMILES	KCNK3 block	DYRK1A inh
C[C@@H]1[C@H]2CCCC[C@H]2CN(C(=O)OC(C)(C)C)[C@@H]1CC(=O)c1ccccc1	i	-2
CCOc1ccc(Oc2ccc(NC(=O)CSc3nncn3C)cc2)cc1	i	19
Cc1ccccc1/C=N/NC(=O)c1ccc(-n2cnnn2)cc1	i	0
CC(C)(C)c1ccc(C(=O)CCCSC2=C(C#N)C(c3ccco3)C3=C(CCCC3=O)N2)cc1 (stereo not drawn)	i	-5
CC1(c2ccccc2)NC(=O)N(CC(=O)N(c2ccccc2)C2CCS(=O)(=O)C2)C1=O (stereo not drawn)	i	-3
C[C@H](CO)N1C[C@H](C)[C@@H](CN(C)S(C)(=O)=O)Oc2c(NC(=O)c3ccncc3)cccc2C1=O	i	9
O=C(c1ccccc1)N1CCN(S(=O)(=O)c2ccc(Cl)c(C(F)(F)F)c2)CC1	i	0
Cc1nc2cc(N3CCCCC3)c(NC(=O)c3ccncc3)cc2c(=O)n1Cc1ccccc1	i	8
CN(CC(=O)Nc1ccc(Cl)c(C(F)(F)F)c1)C(=O)c1cccc2cccnc12	i	6
Cc1ccc(C2(C)NC(=O)N(CC(=O)N3CC(=O)Nc4ccccc43)C2=O)cc1 (stereo not drawn)	i	-2
CCN(CC)Cc1cc(C(C)(C)C)cc(N2CCOCC2)c1O	i	-3
OC[C@@H]1CC[C@@H](Cc2ccc(-c3ccccc3)cc2)O1	i	-1
C=C(CN(C)C)C(=O)c1ccc(C)cc1C	i	5
O=C1/C(=C/c2ccc(O)c(O)c2)Oc2cc(O)ccc21	i	68*
CN(Cc1cccc(F)c1)C(=O)CSc1nnc(C2CC2)n1C1CC1	i	8
COCc1c(C(=O)Nc2ccc(C)c(S(=O)(=O)N3CCOCC3)c2)oc2ccccc12	i	3
O=C(OCCc1cc2ccccc2c(=O)o1)c1cccc(Br)c1	-8.8*	1
CCOC(=O)c1c(C)[nH]c(C(=O)C(C)OC(=O)c2ccc(NC(=O)CC#N)cc2)c1C (stereo not drawn)	i	-3
Cc1ccc(S(=O)(=O)N2CCN(C(=O)COC(=O)/C=C/c3cccc(Cl)c3)CC2)c(C)c1	i	3
CCC(CO)Oc1cc(NC(=O)c2ccc([N+](=O)[O-])cc2)c2ncn(C(C)C)c2c1 (stereo not drawn)	i	-2
CC(C)(C)C1=Nn2c(nnc2-c2n[nH]c3c2CCC3)SC1	i	13
CCOC(=O)N1CCN(C(=O)COC(=O)c2ccc([N+](=O)[O-])cc2Cl)CC1	i	0
COc1ccccc1N1CCN(Cc2cccc(OC)c2OC)CC1	i	2
COCCN(C(=O)c1ccc(N2C(=O)c3ccccc3C2=O)cc1)c1c(N)n(CC(C)C)c(=O)[nH]c1=O	i	-7
CC(OC(=O)c1cc(=O)c2ccccc2o1)C(=O)c1ccccc1 (stereo not drawn)	i	6

In the list so far, eight have a carbonyl joined to an NH by a bond outside any ring.
SMILES	KCNK3 block	DYRK1A inh
CCOc1ccc(Oc2ccc(NC(=O)CSc3nncn3C)cc2)cc1	i	19
Cc1ccccc1/C=N/NC(=O)c1ccc(-n2cnnn2)cc1	i	0
C[C@H](CO)N1C[C@H](C)[C@@H](CN(C)S(C)(=O)=O)Oc2c(NC(=O)c3ccncc3)cccc2C1=O	i	9
Cc1nc2cc(N3CCCCC3)c(NC(=O)c3ccncc3)cc2c(=O)n1Cc1ccccc1	i	8
CN(CC(=O)Nc1ccc(Cl)c(C(F)(F)F)c1)C(=O)c1cccc2cccnc12	i	6
COCc1c(C(=O)Nc2ccc(C)c(S(=O)(=O)N3CCOCC3)c2)oc2ccccc12	i	3
CCOC(=O)c1c(C)[nH]c(C(=O)C(C)OC(=O)c2ccc(NC(=O)CC#N)cc2)c1C (stereo not drawn)	i	-3
CCC(CO)Oc1cc(NC(=O)c2ccc([N+](=O)[O-])cc2)c2ncn(C(C)C)c2c1 (stereo not drawn)	i	-2

Other structures follow:
SMILES	KCNK3 block	DYRK1A inh
COC(=O)CN1C(=O)C(O)(CC(=O)c2ccc(Cl)cc2)c2ccccc21 (stereo not drawn)	i	-8
N#CC1=C2SCC(O)(c3ccccc3)N2C(=O)CC1c1cccs1 (stereo not drawn)	i	8
COc1ccc(C(CNC(=O)CCC(=O)c2ccc(C)s2)N2CCOCC2)cc1 (stereo not drawn)	i	4
Cc1ccc(NC(=O)Cc2nc(CN(C)CC(=O)Nc3ccc(C)cc3)cs2)cc1	i	5
COc1cccc(CNC(=O)C2CCCN(c3nn4c(=O)cc(C)nc4s3)C2)c1 (stereo not drawn)	i	3
Cc1ccc(-c2c(C)cc3oc(=O)cc(-c4ccccc4)c3c2C)cc1	i	-1
COCCN(C(=O)C(C)N1C(=O)c2ccccc2C1=O)c1c(N)n(CC(C)C)c(=O)[nH]c1=O (stereo not drawn)	i	-2
C=C1CCC2[C@](C)(CO[C@@H]3O[C@H](CO)[C@@H](O)[C@H](O)[C@H]3O)CCC[C@@]2(C)[C@@H]1CCC1=CCOC1=O (stereo partly drawn)	i	4
COc1cccc(-c2sc3cc(OC)c(OC)cc3c2-c2ccc(OCCN3CCCCC3)cc2)c1	i	1
COc1ccc2ccn(C)c2c1	i	22
C=CCn1c(SCC(=O)NC2CC2)nc2ccccc2c1=O	i	1
CC(=O)Nc1ccc(NC(=O)c2cc(S(=O)(=O)N3CCCCC3)ccc2C)cc1	i	-2
COc1cccc(NC(=O)CN(C)C(=O)c2c(C)nn(-c3ccccc3)c2Cl)c1	i	-2
Cc1csc(SCC(=O)Nc2cccc(C)c2C)n1	i	1
Cc1ccc2c(COC(=O)C3CC(=O)N(c4ccc5c(c4)OCCO5)C3)cc(=O)oc2c1 (stereo not drawn)	i	4
CCN(CC)S(=O)(=O)c1ccc(N2CCOCC2)c(NC(=O)CN2C(=O)NC3(CCCC3)C2=O)c1	i	-2
CCCCN(C(=O)CSc1ncn[nH]1)c1c(N)n(Cc2ccccc2)c(=O)[nH]c1=O	i	2
Cn1c(=O)c2[nH]c(SCCN3CCCCC3)nc2n(C)c1=S	i	1
CCOC(=O)C1(CC)Oc2ccccc2C(c2ccc(OC)cc2)=C1C(=O)OC (stereo not drawn)	i	0
O=C(Nc1ccc(C(=O)N2CCCC2)cc1)C1CCC1	i	4
COc1ccc(S(=O)(=O)N2CCCCCC2)cc1NC(=O)Cc1ccc(OC)c(OC)c1	i	-1
N#C/C(=C\c1ccc(O)c(O)c1)C(=O)N1CCc2ccccc21	i	17
CCCCn1c(N)c(N(CC)C(=O)c2ccc(-c3ccc(Cl)cc3)o2)c(=O)[nH]c1=O	i	-1
OCC1OC(n2cnc3c(N4CCCCC4)ncnc32)C(O)C1O (stereo not drawn)	i	0
CC(OC(=O)c1cc(S(=O)(=O)N2CCOCC2)ccc1F)C(=O)NC1CCCC1 (stereo not drawn)	i	0

5 records drawn at random from those above, as already listed:
SMILES	KCNK3 block	DYRK1A inh
Cc1ccc2c(COC(=O)C3CC(=O)N(c4ccc5c(c4)OCCO5)C3)cc(=O)oc2c1 (stereo not drawn)	i	4
COc1ccc(S(=O)(=O)N2CCCCCC2)cc1NC(=O)Cc1ccc(OC)c(OC)c1	i	-1
COc1ccc2ccn(C)c2c1	i	22
N#C/C(=C\c1ccc(O)c(O)c1)C(=O)N1CCc2ccccc21	i	17
COc1cccc(NC(=O)CN(C)C(=O)c2c(C)nn(-c3ccccc3)c2Cl)c1	i	-2

(listing goes on)
SMILES	KCNK3 block	DYRK1A inh
O=C(O)c1ccc(Cn2cnc3c(=S)nc[nH]c32)cc1	i	-4
Cc1ccc(S(=O)(=O)Nc2cccc(C(=O)NCC(c3ccc(F)cc3)N3CCOCC3)c2)cc1 (stereo not drawn)	i	-5
Cn1cccc1C(=O)OCC(=O)NCCCc1ccccc1	i	-1
Cc1ccc(S(=O)(=O)NCCC(=O)N(C)Cc2cccs2)cc1	i	-3
O=C(O)/C=C/C(=O)O	i	0
CCOC(=O)C1=C(COC(=O)/C=C/c2ccc(OC)cc2)NC(=O)NC1C (stereo not drawn)	i	7
Cc1c(C(=O)OCC(=O)NCCN2C(=O)CSC2=O)cccc1[N+](=O)[O-]	i	0
CC(=O)N(C)c1ccc(N=Nc2ccc3ncccc3c2)cc1	i	10
CN(C)C(=S)NC(=S)Nc1ccc2ccccc2c1	i	38
COc1cc(OC)cc(-c2c(-c3cccs3)c3cc(-c4ccc(N(C)C)nc4)ccc3n2C)c1	i	1
COc1cccc(NC(=O)CN(C)C(=O)c2cccc(NS(=O)(=O)c3ccccc3)c2)c1	i	5
CCCn1c(SCC(=O)N2c3ccccc3CC2C)n[nH]c1=O (stereo not drawn)	i	-6
O=C(COC(=O)c1cnccn1)Nc1c(Cl)cc(Cl)cc1Cl	i	1
COc1cc(C(=O)OCC(=O)N2CCCC2=O)cc(OC)c1C	i	-5
O=C(CC1SC(N2CCCCC2)=NC1=O)Nc1ccc(C(=O)NCc2ccccc2)cc1 (stereo not drawn)	i	-2
OC(CC(O)c1ccccc1)c1ccccc1 (stereo not drawn)	i	-2
COc1ccccc1NC(=O)COC(=O)/C=C/c1cccs1	i	-3
CCOc1ccc(S(=O)(=O)N2CCOCC2)cc1NC(=O)CCOc1ccc(C(C)(C)C)cc1	i	2
Cc1cccc(C(=O)OCC(=O)NC2CC2)c1O	i	-5
CC(OC(=O)c1ccco1)C(=O)Nc1ncc(Cl)cc1Cl (stereo not drawn)	i	6
Cn1c(=O)oc2cc(S(=O)(=O)N3CCCC(C(=O)Nc4ccc5c(c4)OCCO5)C3)ccc21 (stereo not drawn)	i	-1
Cc1ccc(S(=O)(=O)N2CCN(C(=O)C3CCN(c4ncnc5sc(C)c(C)c45)CC3)CC2)c(C)c1	i	3
COc1ccc(-c2csc3ncnc(Sc4nnnn4C)c23)cc1	i	50*
O=C(NC(Cc1ccccc1)C(=O)N1CCN(c2ccccc2O)CC1)c1ccccc1 (stereo not drawn)	i	8
O=C(Cn1cnc2c(NC(=O)OCc3ccccc3)ncnc21)NCCN1CCOCC1	i	-2

(cont.)
SMILES	KCNK3 block	DYRK1A inh
Cc1c(C(=O)NCc2ccco2)oc2ccc(Br)cc12	i	-4
CC(C)[C@H](NS(=O)(=O)c1ccccc1)C(=O)OCC(=O)NCc1ccc2c(c1)OCO2	i	3
Cc1ccc(NS(=O)(=O)c2ccc3[nH]c(=O)oc3c2)cc1Cl	i	-3
O=C(NCCC(=O)N(Cc1ccco1)Cc1cccs1)c1ccc([N+](=O)[O-])cc1	i	2
O=C(O)C(Oc1ccc(Cl)cc1)c1ccc(Cl)cc1 (stereo not drawn)	i	-1
Cc1ccc(S(=O)(=O)N(C)CC(=O)NNC(=O)CCNS(=O)(=O)c2cccc(C)c2)cc1	i	2
COC(=O)C1=C(C(=O)OC)C(c2cc(Br)ccc2O)c2sc(=O)[nH]c2S1 (stereo not drawn)	i	63*
CCCCN(CCCC)c1nn[nH]n1	i	2
O=[N+]([O-])c1ccccc1C(O)Cc1ccccn1 (stereo not drawn)	i	4
CC(OC(=O)c1ccc(F)c(S(=O)(=O)N2CCOCC2)c1)C(=O)NC1CCCC1 (stereo not drawn)	i	-2
O=S(=O)(c1ccc(F)cc1)N1CCN(CC(O)COCC2CCCO2)CC1 (stereo not drawn)	i	7
Cc1cc(C(=O)OCC(=O)NC2CCCC(C)C2C)c(C)o1 (stereo not drawn)	i	1
C[C@H]1CN([C@@H](C)CO)C(=O)Cc2cc(NC(=O)CCC(F)(F)F)ccc2O[C@H]1CN(C)Cc1ccc(-c2ccccc2)cc1	i	4
CC1CCCCC1NC(=O)c1ccco1 (stereo not drawn)	i	0
CCCCCc1ccnc(CC(=O)c2ccc(OC)cc2)c1	i	-1
Cc1noc(/C=C/N(C)C)c1S(=O)(=O)N1CCc2ccccc21	i	-1
Cc1cc(N=Nc2ccccc2)cc(C)c1NC(=O)C(F)(F)F	i	-6
CC(OC(=O)Cc1ccsc1)C(=O)Nc1ccc(C(N)=O)cc1 (stereo not drawn)	i	-1
Cc1cc2c(SCC(=O)Nc3ccccc3O)ncnc2s1	i	16
c1cncc(CNc2ncnc3ccc(-c4ccoc4)cc23)c1	i	46
COCC(C)n1c(C)cc(C(=O)COC(=O)c2ccc3ncsc3c2)c1C (stereo not drawn)	i	5
Cc1cc([N+](=O)[O-])c(=O)[nH]c1C	i	-1
C[C@]12C(=O)N(c3ccc(F)cc3)C(=O)N1[C@H]1c3ccccc3OC[C@@H]1[C@H]2c1ccccc1	i	-3
O=C(OCC(=O)C12CC3CC(CC(C3)C1)C2)c1ccccc1O	i	5
COc1ccc(NC(=O)c2cc([N+](=O)[O-])ccc2N2CCCC2)cc1S(N)(=O)=O	i	-1

(more compounds)
SMILES	KCNK3 block	DYRK1A inh
COc1ccc(CCNC(=O)C2CC(O)CN2S(=O)(=O)c2ccc(Cl)cc2)cc1OC (stereo not drawn)	i	-1
CC1(c2ccccc2)CC(c2ccccc2)=C(C#N)C(=O)N1 (stereo not drawn)	i	19
C/C(CC(=O)NC1CCCC1)=N\NC(=O)c1ccc([N+](=O)[O-])c(Cl)c1	i	-4
CC1CC(C)(C)NC2(CCCC2)N1 (stereo not drawn)	i	-2
COc1ccc(-c2c(-c3cc(OC)cc(OC)c3)n(C)c3ccc(-c4ccc5c(c4)OCCO5)cc23)cc1	i	0
Cc1ccc2c(c1)CCCN2C(=O)c1cc(C)c(C)s1	i	-2
CN=C1N(C)C[C@@H]2[C@@H]3C(=O)N(Cc4ccccc4)C(=O)[C@@H]3[C@](Cc3ccccc3)(C(=O)OC)N12	i	-1
COC(=O)[C@]1(C)N[C@H](CN(C)C(=O)c2ccccc2)[C@@H]2C(=O)N(C)C(=O)[C@@H]21	i	2
COc1cccc(NC(=O)CN(C)C(=O)CCC(=O)c2cc(C)sc2C)c1	i	-3
COc1cc(C2C3=C(CCCC3=O)Nc3[nH]n(-c4ccccc4)c(=O)c32)ccc1O (stereo not drawn)	i	4
CCOC(=O)Nc1ccc(OC(=O)Oc2ccc(NC(=O)OCC)cc2)cc1	i	5

Only part of the results is shown; the hit share may differ from the screen's.
